BH1578 lux ind: inducers of Vibrio cholerae quorum light production without autoinducers; V. cholerae BH1578 lux reporter, luminescence, 6 h; activation, % at 18.7 µM; actives 0.16% (n = 350,000); in the data active = activation mostly above about 9.7%, no sharp cut-off; inconclusive = no clear call, values can overlap the other calls; inactive = mostly below about 3.7%; note: not every result past the cut was called active; inactives centre near 0; reference of the scale not given here
Mtb UGM inh: blocks M. tuberculosis UGM enzyme; P9WIQ1; purified UGM, fluorescence polarization probe displacement; inhibition, % at 10 µM; actives 0.06% (n = 320,000); AID 504406; in the data active = inhibition above about 10%, passing the limit was not always enough; inconclusive = no clear call, values can overlap the other calls
Target sequence (P9WIQ1 whole entry, looked up): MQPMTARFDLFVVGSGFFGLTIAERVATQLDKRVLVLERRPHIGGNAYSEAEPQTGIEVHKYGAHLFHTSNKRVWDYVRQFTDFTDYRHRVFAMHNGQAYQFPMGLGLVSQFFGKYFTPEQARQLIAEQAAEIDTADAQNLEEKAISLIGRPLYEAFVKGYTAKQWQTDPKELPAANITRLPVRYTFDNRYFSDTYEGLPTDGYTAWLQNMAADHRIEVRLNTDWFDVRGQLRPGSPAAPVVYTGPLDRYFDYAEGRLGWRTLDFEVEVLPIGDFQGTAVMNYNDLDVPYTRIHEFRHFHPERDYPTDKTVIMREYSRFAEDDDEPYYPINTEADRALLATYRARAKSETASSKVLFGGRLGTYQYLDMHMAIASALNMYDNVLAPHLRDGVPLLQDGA
FadD28 binding: inhibitors of Mycobacterium tuberculosis FadD28 bisubstrate binding | inhibition, % at 12.5 µM | AID 588549 | FadD28 bisubstrate probe binding, fluorescence polarization | actives 0.22% (n = 360,000); in the data active = inhibition above about 8.5%, passing the limit was not always enough; inconclusive = no clear call, values can overlap the other calls
TcdB inh: blocks C. difficile toxin B glycohydrolase activity; P18177; TcdB glycohydrolase enzymatic assay, plate reader; inhibition, % at 9.99 µM; actives 0.24% (n = 350,000); AID 652162; in the data active = inhibition above about 10%
Mtb BioA inh: BioA (M. tuberculosis) enzyme inhibition. AID 602481. actives 0.096% (n = 360,000). purified M. tuberculosis BioA enzyme, plate reader. inhibition, % at 9.99 µM; in the data active = inhibition above about 40%; inconclusive = no clear call, values can overlap the other calls
FBA Mtb inh: Mtb fructose-bisphosphate aldolase inhibition; P9WQA3; purified M. tuberculosis FBA, fluorescence read-out; inhibition, % at 1 µM; actives 2.3% (n = 360,000); AID 588726; in the data active = inhibition above about 27%;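 note: 0% = vehicle and 100% = reference inhibitor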
Target sequence (P9WQA3 whole entry, looked up): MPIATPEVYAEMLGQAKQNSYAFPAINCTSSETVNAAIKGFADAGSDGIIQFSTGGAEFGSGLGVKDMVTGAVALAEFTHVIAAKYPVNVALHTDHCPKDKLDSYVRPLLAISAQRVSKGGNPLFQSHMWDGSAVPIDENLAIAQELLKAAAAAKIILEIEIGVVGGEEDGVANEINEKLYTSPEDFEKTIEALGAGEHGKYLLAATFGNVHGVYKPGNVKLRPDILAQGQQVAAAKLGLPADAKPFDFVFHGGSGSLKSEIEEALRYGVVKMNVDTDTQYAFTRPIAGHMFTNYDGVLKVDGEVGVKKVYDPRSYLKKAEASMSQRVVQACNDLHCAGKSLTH
GDH-TPI inh: GDH-TPI coupled enzyme inhibition counter-screen; GDH-TPI coupled enzyme counterscreen, NADH absorbance; actives 1.2% (n = 360,000); AID 588335; inhibition, % at 4.8 µM; in the data active = inhibition above about 30%;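 note: 0% = DMSO wells and 100% = wells lacking the enzyme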
Y pestis TopoI: blocks Yersinia pestis topoisomerase I activity. Y. pestis Topo-I cleavage product accumulation, plate reader. activity, % at 10 µM. actives 0.064% (n = 360,000); in the data active = activity above about 50%, passing the limit was not always enough; inconclusive = no clear call, values can overlap the other calls; note: inactives centre near 2
PfHsp40 rescue: compounds rescuing yeast from Plasmodium falciparum HSP40 toxicity | S. cerevisiae expressing PfHsp40, growth rescue, ATP luminescence | growth rescue, % at 12.5 µM | actives 0.68% (n = 340,000) | AID 504582; in the data active = growth rescue above about 28%, passing the limit was not always enough; inconclusive = no clear call, values can overlap the other calls;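 note: yeast W303a lacking pdr1 and pdr3 grown in galactose medium; growth measured after three days at 30 °C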
Starred values were filed as active, the others as inactive; i = inactive; ? = inconclusive; . = no result given.

SMILES	BH1578 lux ind	Mtb UGM inh	FadD28 binding	TcdB inh	Mtb BioA inh	FBA Mtb inh	GDH-TPI inh	Y pestis TopoI	PfHsp40 rescue
CN(CC(=O)NCC(=O)Nc1ccc(F)cc1)C1CCS(=O)(=O)C1 (centres undefined)	-4.2	-0.9	-2.1	0.5	0.8	-2.8	-6.9	0.3	-0.7
CC(=O)Nc1nc(NC(=O)/C=C/c2ccccc2)n(-c2ccccc2)n1	-0.4	0.7	1.3	.	.	-0.9	13.6	5.0	-1.3
C=CCNC(=S)NNC(=O)c1ccccc1	-2.2	0.1	-0.5	.	0.5	2.0	2.5	0.3	-0.4
O=C1N=c2ccc(Br)cc2=C1c1sc(=S)n(NS(=O)(=O)c2ccccc2)c1O	-0.2	4.0	-1.7	-0.3	.	-4.7	9.3	-27.5	0.3
Cc1cc(=O)c(C(=O)Nc2cccc(C(=O)NC3CC3)c2)nn1-c1ccccc1	i	.	-2.8	0.6	-0.9	-2.4	9.7	2.5	.
Cc1cccn2c(=O)c3cc(C#N)c(=N)n(CCCN4CCOCC4)c3nc12	5.6	?	0.6	.	-0.4	62.1*	1.6	-2.1	0.1
O=C(COC(=O)c1cccc2c1C(=O)c1ccccc1C2=O)NC1CCCCC1	i	0.3	0.4	1.7	.	-0.7	6.8	19.0	1.6
O=C(Nc1ccc(S(=O)(=O)N2CCCCC2)cc1)C1CCCCC1	-0.3	0.4	-0.9	0.8	0.4	1.1	1.5	14.4	0.7
O=S(=O)(c1ccc(Br)s1)N1CCN(c2ccnc3cc(Cl)ccc23)CC1	i	-5.5	-2.5	1.3	-0.7	0.3	1.5	31.2	0.0
CC(C)Oc1ccccc1OCCN(C)C	-0.4	1.0	0.2	0.0	.	1.3	0.8	-3.4	-0.6
COc1ccc(CC(=O)Nc2nc(-c3cccnc3)cs2)cc1	-0.5	-0.6	-1.7	.	-2.8	2.0	3.0	-1.4	-1.3
CCOC(=O)c1c(CSc2ccc(C)cc2)oc2ccc(O)cc12	i	-0.3	-4.3	.	-1.1	-3.1	7.8	20.8	12.9
CC1=C(C(N)=O)C(c2cccnc2)n2nc(-c3cccc(Cl)c3)nc2N1 (centres undefined)	-2.1	-0.2	-4.8	.	-2.1	-3.5	-1.2	-1.5	1.1
Cc1cc[n+](CC(=O)N2CCCc3ccccc32)cc1	-0.3	-0.8	-1.9	0.3	.	-1.5	-3.5	7.6	-0.1
CCOC(=O)c1nnn(-c2nonc2-n2cccc2)c1-c1cccc([N+](=O)[O-])c1	-0.6	-0.4	-1.7	-0.7	.	0.7	6.2	-4.3	0.7
Cc1cc(C(=O)NCc2ccc(S(N)(=O)=O)cc2)c(C)o1	i	2.0	0.0	.	7.5	0.7	-4.3	-0.2	-0.2
O=C(Cc1ccccc1)Nc1cc2c(cc1Cl)OCCCO2	-2.3	-0.1	-0.8	1.1	-0.7	1.5	0.0	4.4	-1.7
CC(C)CNC(=O)c1ccccc1NC(=O)Nc1ccccc1	3.2	-1.3	1.4	.	-0.4	8.1	4.4	7.9	1.3
CC1CN(C(=O)CCC(=O)NCCCN2C(C)CCCC2C)c2ccccc2O1 (centres undefined)	i	1.9	1.2	-0.5	-0.8	2.4	10.6	8.9	-2.4
COc1ccc(S(=O)(=O)N(C)CC(=O)NCCC2=CCCCC2)cc1	-1.0	0.3	-0.1	.	-0.8	1.3	0.9	15.4	0.1
CC(C)C(=O)NC(=S)Nc1ccccc1C(=O)Nc1ccccc1	-7.1	-0.4	-0.5	0.1	.	1.1	-8.8	-4.1	-1.0
CC(C)OC(=O)/C(=C\c1cccc2ccccc12)NC(=O)c1ccccc1	-0.3	0.6	-3.0	2.2	.	0.2	6.8	21.7	4.1
CCC12CN3CCN(CC(C3)/C1=N\NC(=O)c1ccc(C(C)(C)C)cc1)C2	-0.6	-0.2	-3.6	-2.3	-1.3	-2.6	3.3	1.9	-1.1
COCCCNC(=O)c1csc([C@@H]2C[C@H](O)[C@@H](CO)O2)n1	-0.3	.	-0.7	1.1	10.8	-0.1	-0.9	5.9	.
Cc1cc(NC(=O)CCNS(=O)(=O)c2cc(Br)cnc2N)ccc1Br	i	-0.2	-6.1	.	-1.5	4.0	6.7	-9.7	0.6
CCCCN(C)C(=O)c1cn(-c2cccc(OC)c2)c(=O)c2ccccc12	-7.7	0.9	-3.0	0.7	-0.8	3.3	-0.9	2.4	-0.5
CNC(=O)CSc1nc(SC)ns1	-0.1	0.0	-0.9	0.6	.	2.2	-0.6	0.5	-1.2
C/C=C/c1cccc(-c2nc(C(=O)NC3CCCC3)cc3c2[C@@H](CCO)N(S(=O)C(C)(C)C)C3)c1 (some centres undefined)	.	.	-0.2	-0.8	4.1	4.5	.	.	.
CC(C)(C)NC(=O)C(c1ccncc1)N(C(=O)Cn1nnc(-c2ccc(F)cc2)n1)c1ccc(F)cc1 (centres undefined)	i	-0.9	-0.4	-0.6	.	2.1	3.5	5.2	-1.2
Cn1nc(C(F)(F)F)c(-c2ccccc2)c1N	-0.3	4.4	-2.9	1.3	.	-2.5	2.2	-2.4	1.1
COc1ccc(N2CC(C(=O)NCCS(=O)(=O)N3CCN(c4ccccc4)CC3)CC2=O)cc1 (centres undefined)	i	2.0	-0.5	0.7	-0.2	-1.8	4.3	-3.4	0.6
Cn1c(=O)c2c(nc(NCC3CCCC(CN)C3)n2Cc2ccc(Cl)cc2Cl)n(C)c1=O (centres undefined)	-0.3	-1.5	-3.7	1.2	21.7	4.3	9.3	-6.1	-0.6
COc1cccc(Nc2nc(C(N)C(C)C)cs2)n1 (centres undefined)	i	.	-3.2	0.4	-0.2	-3.2	5.4	-4.4	.
O=c1c2ccccc2nc2n1CCN2Cc1ccc(Cl)cc1	i	-0.5	-2.3	1.4	24.2	33.7*	9.9	28.8	3.9
C=CCSc1nnc(NC(=O)c2ccc3c(c2)OCCO3)s1	-0.6	.	-3.2	0.0	-1.6	1.9	25.9	-1.2	.
COC(=O)c1sccc1NC(=O)CC1C(=O)NCCN1C(=O)c1ccc(F)cc1 (centres undefined)	-0.1	0.3	0.8	0.3	-0.6	3.5	4.8	-3.9	4.2
COc1ccc(CNC(=O)CCNS(=O)(=O)c2ccc(NC(C)=O)cc2)cc1OC	-0.8	0.3	-3.5	0.3	5.1	-0.1	-1.3	1.4	-2.0
COc1ccc(/C=N/OC/C(O)=C(\C#N)c2nc3ccccc3[nH]2)cc1OC	i	1.2	-2.8	.	0.0	-4.5	7.4	-14.8	-0.8
CCOC(=O)N1CCC(N2Cc3cccc(C(=O)Nc4cc(F)ccc4F)c3C2=O)CC1	-0.2	-2.5	-2.3	0.3	-0.9	-1.8	-0.5	-7.0	-0.5
O=C(Nc1ccc2c(c1)OCO2)N1CCN(c2cccc(C(F)(F)F)c2)CC1	i	-0.8	0.0	.	-0.1	1.9	12.8	5.3	2.0
CCOc1cc(C(=O)NC(C)CC)cc(OCC)c1OCC (centres undefined)	i	4.1	0.1	.	-1.2	-2.3	-0.8	-1.5	-1.1
COc1cccc(CNC(=O)c2c[nH]n3c(=O)c(Cl)c(C)nc23)c1	-0.2	-0.8	-0.5	.	2.1	7.2	8.6	7.2	-0.7
CSc1nc2nc3c(cn2n1)C(=O)CC(c1ccccc1)C3 (centres undefined)	i	4.4	-0.6	.	3.6	0.6	-1.4	11.9	-0.4
CCOc1ccc(C(=O)N2CCC3(CC2)NCCc2[nH]cnc23)cc1OCC	0.5	1.1	-1.4	1.5	0.1	3.3	4.3	-0.9	-0.3
CCOc1cccc(OCCOCCn2cnc3ccccc3c2=O)c1	8.8	1.9	-0.9	.	-1.3	-1.0	4.5	2.7	-1.7
CN(C)S(=O)(=O)c1cccc(C(=O)N2CCN(C(=O)C3CCCO3)CC2)c1 (centres undefined)	i	-0.9	-3.6	0.7	-1.0	0.2	-8.8	3.5	-0.9
Cc1ccc2c(c1)COc1c3ccc(C(=O)NCC4CC4)cc3nn1-2	i	-1.1	-3.4	.	0.9	26.2	11.8	24.2	2.8
O=C(Nc1nonc1-c1ccc(F)cc1)c1ccco1	i	1.0	-1.8	-1.4	-1.1	1.1	5.2	-4.6	0.7
CCN(CCc1ccccc1)c1ccc2c(c1)C1CC2CCN1C(=O)OCc1ccccc1 (centres undefined)	i	.	-3.1	-0.1	-2.3	1.3	0.0	6.7	0.1
Cc1nn(-c2cc(C)c3ccccc3n2)c2c1CCC2	i	-1.3	-3.0	.	-1.8	-1.5	1.9	-10.1	-0.2
CC1CN(C(=O)COC(=O)c2cc([N+](=O)[O-])ccc2Cl)CC(C)O1 (centres undefined)	1.3	-1.4	-4.0	0.5	.	-0.7	0.3	-11.2	-0.8
COc1cccc(/C=N/NC(=O)Cn2cnc3c2c(=O)n(C)c(=O)n3C)c1OC	i	0.7	-2.8	0.0	-1.9	30.4*	-3.0	-4.0	.
COc1ccc(C(C(=O)NCc2ccccc2)N(C(=O)c2snc(C(N)=O)c2N)c2ccccc2OC)cc1OC (centres undefined)	i	0.0	-1.8	0.0	-0.3	15.3	9.6	2.7	-0.1
Cc1c(-c2ccccc2)oc2c(C(=O)N3CCN(c4ccccc4F)CC3)cccc2c1=O	-0.5	2.5	-1.4	.	7.1	4.3	-2.2	31.8	1.8
CCOC(=O)Nc1ccc2c(c1)Nc1ccccc1S2	i	0.3	-1.0	.	0.1	-1.3	10.7	-24.8	0.0
COc1ccc2nccc(C(N)=O)c2c1	-0.3	-2.4	0.5	0.8	0.7	48.9*	-7.2	-1.5	-1.0
COc1ccc(/C=N/OCc2ccc(Br)cc2)c(OC)c1	i	1.1	-1.0	1.0	-0.4	2.5	2.6	2.1	-0.9
CCCOc1ccc2c(=O)c(N3C(=O)c4ccccc4C3=O)c(C)oc2c1	3.0	-1.0	-3.4	.	-1.6	3.9	-8.5	17.0	-2.0
COC(=O)c1c(C)[nH]c(C)c1-c1ccccc1	5.9	-1.5	-1.3	.	1.6	3.6	0.3	3.8	-0.4
CC(C)c1ccccc1OS(N)(=O)=O	4.5	-0.8	-0.5	1.8	-2.6	6.5	11.2	-3.0	1.2

Carrying on.
SMILES	BH1578 lux ind	Mtb UGM inh	FadD28 binding	TcdB inh	Mtb BioA inh	FBA Mtb inh	GDH-TPI inh	Y pestis TopoI	PfHsp40 rescue
CC(C)CNc1c(N)c(=O)oc2ccccc12	i	-1.5	-2.1	.	-1.8	3.5	9.4	1.1	0.3
CCOC(=O)N1CCC(NS(=O)(=O)c2ccc3c(c2)C(C)(C)C(=O)N3C)CC1	-3.2	-2.0	0.8	.	-3.3	3.3	2.4	-8.0	-0.1
OC(CN1CCN(c2ccccc2)CC1)c1c[nH]c2ccccc12 (centres undefined)	-0.2	0.9	-5.5	.	-0.5	-3.4	-10.0	-3.0	0.0
O=C(CN1C(=O)C2CC=CCC2C1=O)NCC1COc2ccccc2O1 (centres undefined)	i	0.9	1.2	.	.	0.1	-4.1	-8.9	0.0
